Screening data (PubChem)
PriA SSB inh – K. pneumoniae PriA-SSBct interaction inhibition. AlphaScreen SSBct-PriA binding, biotinylated peptide. inhibition, % at 33 µM. 430,000 compounds, 0.6% hits. AID 1272365; in the data active = inhibition mostly above about 37%, no sharp cut-off; inactive = mostly below about 20%;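 also: plate controls were negative control peptide for no effect and reference peptide for full effect; strong numbers were not always called active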
* = called active by the depositor; i = inactive; & = joins results of further samples. This is a subset; count on the stated rates, not on these rows.

compound,PriA SSB inh
CC[C@@](CNC(=O)Cc1ccc(S(=O)(=O)C(C)C)cc1)(OC)c1ccccc1,4
CN(C)S(=O)(=O)c1ccc(C(=O)Cl)cc1,-10
CCOc1ccc(C2C(=C(O)c3c(C)[nH]c(C(=O)OC)c3C)C(=O)C(=O)N2CCN(C)C)cc1 (stereo not drawn),9
Cn1c(SCC(=O)NCc2ccc(F)cc2)nnc1-c1c[nH]c2ccccc12,-4
O=S(=O)(c1ccc(Br)s1)N1CCOC(c2ccc(C(F)(F)F)cc2)C1 (stereo not drawn),-1
Cc1nc2oc(-c3ccccc3)nc2cc1NC(=O)c1cc(=O)c2ccccc2o1,-8
CC(C)COc1ccc(C(=O)NN=Cc2ccoc2)cc1,-6
CC(=NN1CCN(C)CC1)c1ccc(Cl)c(Cl)c1,0
Cn1ncc(Cl)c1C(=O)NN=Cc1cc2c(cc1[N+](=O)[O-])OCO2,-10
COc1ccccc1-c1nnn(CC(N)=NO)n1,6
COc1cccc2cc(C(=O)NCCc3ccoc3)oc12,7
CC(=O)N1CCN(S(=O)(=O)c2cccc(C(=O)Nc3cc(C)nc4c(F)cc(F)cc34)c2)CC1,12
O=C(NCc1ccc(F)cc1Cl)c1ccc(CS(=O)(=O)Cc2ccccc2F)o1,-27
CCS(=O)(=O)c1ccc(C(=O)N(CCn2cccn2)c2nc3ccccc3s2)cc1,-2
CCn1c(C)cc(=O)c2cc(Br)ccc21,-21
O=C(NCCn1ccnc1)Nc1cccc(Cl)c1,40
Cc1ccccc1N1CCN(Cc2nc(-c3ccc(N4CCSCC4)nc3)no2)CC1,-3
O=C(C1CCCN1S(=O)(=O)c1ccc(Cl)s1)N(Cc1ccccc1)c1nc2c(F)cccc2s1 (stereo not drawn),-8
Cc1nc(-n2cccc2)sc1C(=O)NC1CCN(c2cc(C(F)(F)F)ncn2)CC1,26
O=CNN=Cc1c(O)ccc2ccccc12,-5
CC1CCC(C(C)C)C(OP(=O)(OC2CC(C)CCC2C(C)C)C(Nc2ccccc2)c2ccccc2)C1 (stereo not drawn),2
CC(=O)c1ccc(NC(=O)CSc2nnc(CCc3c(C)[nH]c(=O)n(C)c3=O)o2)cc1,-8
COC(=O)c1sccc1S(=O)(=O)Nc1ccc(OC)cc1OC,18
O=C(Nc1ccc(Cl)cc1)c1sccc1S(=O)(=O)N1CCN(c2ccc(F)cc2)CC1,-7
CCOc1ccc(NC(=O)NC[C@@](O)(c2ccco2)C2CC2)cc1,-7
CN(C)CCN(C(=O)c1ccnn1C)c1nc2ccccc2s1,-14
COc1ccc(CNC(=O)c2c(O)c3ccccc3n(-c3ccccc3)c2=O)cc1,0
NS(=O)(=O)c1ccc(CCNC(=O)c2ccc(OCc3nc(-c4ccco4)cs3)cc2)cc1,-5
O=C1CNC(=S)N1CCC(c1ccccc1)c1ccccc1,-2
Cn1ccc(C(=O)N(Cc2ccccc2)c2nc3ccc(Cl)cc3s2)n1,18

The closing two records of the section above open the next one.
compound,PriA SSB inh
O=C1CNC(=S)N1CCC(c1ccccc1)c1ccccc1,-2
Cn1ccc(C(=O)N(Cc2ccccc2)c2nc3ccc(Cl)cc3s2)n1,18
C=CCOc1ccc(/C=N/NC(=O)CC#N)cc1OC,i
C=CCn1c(SCc2c(C)noc2C)nc2sc3c(c2c1=O)CCC3,-8
Cc1ccc2sc(N(Cc3cccnc3)C(=O)COc3ccc(Cl)cc3)nc2c1C,-21
CC(=NNC(=O)c1ccc(Cl)cc1)c1cccc(NC(=O)C(C)C)c1,-13
CC(C)CS(=O)(=O)Nc1ccc2c(c1)CCC(=O)N2C,-3
O=C(c1ccno1)N(CCN1CCOCC1)c1nc2c(Cl)cccc2s1,1
Fc1cc2cccnc2c(F)c1F,32
Fc1ccc(C=NNc2nnnn2-c2ccccc2)cc1,-27
O=C(Nc1cnoc1)c1cc2ccccc2o1,-9
COC(=O)CCC(O)=C1C(=O)CC(C)(C)CC1=NCCc1nc2ccccc2[nH]1,-5
Cc1ncn(CCNC(=O)c2ccc(S(=O)(=O)N(C)C)cc2)c(=O)c1C,6
COc1ccc(C=Nn2c(SC)nnc(C(C)(C)C)c2=O)c(OC)c1,7
Cc1ccc(Cn2cnc3c(cnn3CCNC(=O)C3CCN(S(C)(=O)=O)CC3)c2=O)cc1,-6
N=C(NC(=O)c1cccc(C(F)(F)F)c1)c1ccc(C(F)(F)F)cn1,0
COC(=O)c1sc(-c2ccccc2)cc1N,-22
Cc1noc(C)c1CC(=O)NCc1ccco1,-2
COc1ccc(Cl)c2sc(N(CCCN3CCOCC3)C(=O)c3ccno3)nc12,-8
COc1ccc(S(=O)(=O)Nc2ccc3c(c2)N(C(=O)C(C)(C)C)CC3)cc1,3
Cc1ccccc1C(=O)Nc1ccc2c(c1)N(C)C(=O)C(C)(C)CO2,17
CC(C)(C)C(=O)Nc1nc2c(F)cc(F)cc2s1,-8
O=S(=O)(Cc1ccccc1Cl)NCc1ccsc1,-4
O=C(c1ncc(-c2ccccc2)o1)N1CCN(c2ncccn2)CC1,-6
COCC(=O)N1CCCc2ccc(NS(=O)(=O)c3ccc(OC)cc3C)cc21,17
O=C(CN1CCC(c2cccs2)CC1)OCc1ccccc1,-20
O=C(CSc1nnc(C23CC4CC(CC(C4)C2)C3)n1-c1ccccc1)c1ccc(F)cc1,-7
Cc1cc(C(=O)NN=Cc2ccc(N(C)C)cc2)c2ccccc2n1,-16
CS(=O)(=O)N1CCN(c2ccc3nncn3n2)CC1,-9
CCOc1cccc2sc(N3CCN(c4nc5ccccc5s4)CC3)nc12,-5
CC(C)c1c(C(=O)NCc2ccco2)nnn1-c1cccc(C(F)(F)F)c1,-3
Cc1c(C(=O)NN=Cc2ccc(N(C)C)cc2)[nH]c2ccc(Cl)cc12,1
Cc1cccc(C(=O)NN=Cc2cc(Br)c(Br)o2)c1,-14
O=S(=O)(c1ccc(F)cc1)N1CCN(c2ccc3nnc(C4CC4)n3n2)CC1,-16
O=C(NCCCn1nc(-c2ccco2)ccc1=O)Nc1ccc2c(c1)OCO2,0
Cc1ccc(C)c(NC(=O)CSc2ncc(S(=O)(=O)c3cccc(Cl)c3)c(=O)[nH]2)c1,-12
O=C(NCCc1ccccc1)C(=O)NCCC(O)C1CC1 (stereo not drawn),-10
Cc1cccc(CS(=O)(=O)Nc2ccc3c(c2)N(CCC(C)C)C(=O)C(C)(C)CO3)c1,-36
O=C(CNC(=O)c1ccccc1)N/N=C\c1ccccc1F,-7
Cc1cc(NC(=O)COc2ccccc2)on1,-7
CSc1nn(CC(=O)Nc2ccc(Cl)cc2)c(N)c1-c1nc(-c2ccc3c(c2)OCO3)no1,-23
Cc1cccc(OCC(=O)NCC(=O)NN=Cc2cc(Br)ccc2OCc2ccccc2)c1,-2
COCC(=O)N1CCCc2ccc(NC(=O)CC(CC(=O)O)c3cccs3)cc21 (stereo not drawn),10
O=C(COc1ncccn1)Nc1cccc(C(F)(F)F)c1,-6
Nc1nc(CCC(=O)O)cs1,13
CN(C)c1ccc(C(=S)N2CCN(C(=O)Nc3cccc(Cl)c3)CC2)cc1,0
CC(C)(C)NC(=O)N1CCC(CNC(=O)C(=O)Nc2cc3c4c(c2)CCC(=O)N4CCC3)CC1,-17
O=C(Nc1ccc(SCc2cccc(Cl)c2)nn1)C1CC1,5
Cc1ccc(S(=O)(=O)NCCCn2nc(-c3ccccc3)ccc2=O)s1,-1
Cc1ccc(-n2nc3c(c2NC(=O)C(=O)NCCCOC(C)C)CSC3)c(C)c1,-4
Cc1[nH]c(=O)[nH]c(=O)c1CCc1nnc(SCC(=O)Nc2ccc3c(c2)OCCO3)o1,6
C[C@H]1CCc2nc(NC(=O)C3CCCCC3)sc2C1,0
CCC(C)[C@H](N)C(=O)NCC1CCC(C(=O)N[C@@H](Cc2ccccc2)C(=O)O)CC1 (stereo partly drawn),-1
C=CCc1cccc2cc(C(=O)N3CCN(c4c(C)cccc4C)CC3)c(=O)oc12,0
Cc1cccc(C(=O)NCC2CCN(Cc3cccs3)CC2)c1,-18&-16
O=C(CCn1cnc2ccccc2c1=O)N1Cc2cnc(N3CCOCC3)nc2C1,11
O=C(Nc1nc(-c2ccc3c(c2)OCO3)cs1)c1ccccc1Br,-10
CCCCOc1ccc(C(=O)NC[C@H](OC)c2ccc(C)s2)cc1,-19
Cc1cc(Br)cc(C=NNC(=O)c2ccc3c(c2)OCO3)c1O,-12
O=C(Cn1cccc(-c2nc(-c3ccccc3)no2)c1=O)Nc1ccc(Cl)c(C(F)(F)F)c1,-8&-1
CCC(CNC(=O)c1cc2ccccc2s1)(OC)c1ccccc1 (stereo not drawn),-11
COc1ccccc1-c1cc(C(=O)NN=Cc2ccoc2)c2ccccc2n1,-1

Remaining list, next part.
compound,PriA SSB inh
CS(=O)(=O)c1ccccc1C(=O)Nc1sc(-c2ccccc2)cc1C(N)=O,-15
O=[N+]([O-])c1cc(F)c(N2CCCCCC2)cc1N1CCc2ccccc2C1,55*
COc1ccccc1CNC(=O)Cn1cccc(-c2nc(-c3ccc(Br)cc3)no2)c1=O,11
O=S(=O)(Cc1ccc(C(F)(F)F)cc1)NCC1(c2cccs2)CC1,-20
Cn1nc(CNC(=O)C2(c3cccs3)CCCC2)cc1C1CC1,-4
COc1ccc(C(=O)NCC2(OC)CCSC2)cc1F (stereo not drawn),-14
COCc1cc(C)n(CC(=O)NN=Cc2ccc(-c3ccc(Cl)c(C(=O)O)c3)o2)c(=O)c1C#N,-12
O=C(NCC(O)Cn1ccccc1=O)c1cccc(C(F)(F)F)c1 (stereo not drawn),-18
C=CCN1C(=O)C(C)(C)COc2ccc(NC(=O)c3cc(OC)cc(OC)c3)cc21,25
O=C(NCC1CCN(C(=O)c2ccoc2)CC1)c1c(F)cccc1Cl,-1
Cc1nc(S(=O)(=O)NCc2cccnc2-c2ccsc2)cn1C,-8
CCOc1ccc(NC(=O)Cn2nc(S(=O)(=O)c3ccc(OC)cc3)ccc2=O)cc1,-7
Cc1cc(C(=O)N(CCc2cccs2)C2CCOCC2)no1,-12
Cc1ccc(S(=O)(=O)N(CC(=O)NN=Cc2ccccc2C(=O)O)c2cc(Cl)cc(Cl)c2)cc1,-6
CC(=O)NN=Cc1cccc(OC/C=C/c2ccccc2)c1,6
O=C(COc1ccc(Cl)cc1Cl)Nc1nnc(-c2ccco2)o1,-11&12
O=C(NCC(c1cccs1)S(=O)(=O)c1ccc(F)cc1)C1(c2cccs2)CCCC1 (stereo not drawn),-7
O=C(NCCSC1CCOCC1)c1cccc(NS(=O)(=O)c2ccccc2F)c1,5
O=C(NCC1CCN(c2nc3ccccc3o2)CC1)c1cc(=O)c2ccccc2o1,2
O=C1O[C@]2(CCCN(C(=O)c3ccccc3F)C2)c2ccccc21,-1
CCNc1nc(NCC)n2c(SCC(=O)Nc3ccc(OC(F)(F)F)cc3)nnc2n1,-12
CC(=O)Nc1cccc(NC(=O)CSc2ccc(-c3sc(-c4cccnc4)nc3C)nn2)c1,-9
O=C(NCc1ccc(C(=O)c2ccsc2)s1)c1ccc(Cl)s1,-3
O=C1C(NS(=O)(=O)c2ccccc2)=CC(=NS(=O)(=O)c2ccc(F)cc2)c2ccccc21,1
O=C(Nc1ccccc1Cl)NC1(c2nc(-c3ccccc3)no2)CCCCC1,-5
COc1ccc(OC)c(-c2cc(C(=O)Nc3ccc(CC(=O)NC4CC4)cc3)n(C)n2)c1,-12
O=C(NCCCN1CCCC1=O)C(=O)NC1CCCC1,2
CCOC(=O)c1ccccc1NC(=O)CN1CCC(c2nnc(C)s2)CC1,0
COc1ncc(NC(=O)c2ccccn2)c(N(C)C)n1,23
COc1ccccc1[C@H](CNC(=O)Cc1cccs1)OC,-30

Four entries from above, as labelled records:
SMILES: C=CCN1C(=O)C(C)(C)COc2ccc(NC(=O)c3cc(OC)cc(OC)c3)cc21
- PriA SSB inh: 25

SMILES: O=C(NCC1CCN(C(=O)c2ccoc2)CC1)c1c(F)cccc1Cl
- PriA SSB inh: -1

SMILES: Cc1nc(S(=O)(=O)NCc2cccnc2-c2ccsc2)cn1C
- PriA SSB inh: -8

SMILES: CCOc1ccc(NC(=O)Cn2nc(S(=O)(=O)c3ccc(OC)cc3)ccc2=O)cc1
- PriA SSB inh: -7

The list goes on.
compound,PriA SSB inh
Cc1cc(C)n(CCNS(=O)(=O)Cc2ccccc2Cl)n1,4
CCc1cccc(NC(=O)Cn2cnc3c([nH]c4ccccc43)c2=O)c1,-8
CC(C)(CC(=O)N1CCN(c2ccccc2F)CC1)CC1=NS(=O)(=O)c2ccccc2N1,-19&-8
O=C(NCC1CCN(Cc2ccco2)CC1)C(=O)Nc1ccc(F)cc1F,-14
Cc1c(C(=O)NCCS(=O)(=O)N2CCN(c3ccccc3)CC2)cccc1[N+](=O)[O-],-4
Cn1c(NC(=O)c2ccco2)c(-c2cccs2)c(=O)c2ccccc21,-1

Ordered by formula weight (smallest number first): some entries from above.
compound,PriA SSB inh
COc1ccccc1[C@H](CNC(=O)Cc1cccs1)OC,-30
Cc1cc(C)n(CCNS(=O)(=O)Cc2ccccc2Cl)n1,4
O=C(NCC1CCN(Cc2ccco2)CC1)C(=O)Nc1ccc(F)cc1F,-14
Cc1c(C(=O)NCCS(=O)(=O)N2CCN(c3ccccc3)CC2)cccc1[N+](=O)[O-],-4
